CYP2C9 act: increases human cytochrome P450 2C9 activity; recombinant CYP2C9, luciferin-H conversion, luminescence; active compounds read high; factor 1 = untreated enzyme, 0 = blocked; activation factor at 5 µM; hit rate 1.4% among 96,000; P11712; AID 1024;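 active means activation factor of 2 or more for CYP2C9 at a 5 µM dose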;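 further: 0 = sulfaphenazole-blocked wells and 1 = vehicle-only wells; values of inactives mirror those of a sister screen read the other way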
Target sequence (P11712 whole entry, looked up): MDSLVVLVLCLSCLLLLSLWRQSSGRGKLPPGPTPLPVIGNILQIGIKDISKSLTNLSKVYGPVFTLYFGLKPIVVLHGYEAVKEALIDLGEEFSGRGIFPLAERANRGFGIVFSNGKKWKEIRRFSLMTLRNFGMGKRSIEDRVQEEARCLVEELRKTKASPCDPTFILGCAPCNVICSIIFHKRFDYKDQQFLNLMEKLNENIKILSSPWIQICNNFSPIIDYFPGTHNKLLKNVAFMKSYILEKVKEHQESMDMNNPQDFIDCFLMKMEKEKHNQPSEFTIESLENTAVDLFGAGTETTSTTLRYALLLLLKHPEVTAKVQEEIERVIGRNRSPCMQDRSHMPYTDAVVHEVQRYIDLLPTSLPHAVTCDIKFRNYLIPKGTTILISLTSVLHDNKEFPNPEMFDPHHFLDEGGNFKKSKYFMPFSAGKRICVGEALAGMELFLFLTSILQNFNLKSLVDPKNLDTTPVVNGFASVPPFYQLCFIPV
MT1-MMP txn act: activates MT1-MMP transcription; HT1080 MT1-MMP promoter luciferase reporter, luminescence, overnight; active compounds read high; activation factor at 10 µM; hit rate 0.16% among 86,000; AID 750;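 active means activation factor of at least 2 for MT1-MMP transcription at 10 µM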
CYP2C9 inhib: blocks human cytochrome P450 2C9. P11712. CYP2C9 Supersomes, luciferin-H conversion, luminescence. inhibition, % at 5 µM. hit rate 20% among 96,000. AID 777;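 active means blocking of liver enzyme CYP2C9 beyond about 50% at 5 µM, limit read from the data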; further: values of inactives mirror those of a sister screen read the other way
PLAP act: human PLAP activation; purified PLAP enzyme, luminescent substrate read-out; active compounds read high; activation fold at 20 µM; hit rate 1.2% among 96,000; in the data active means activation fold above about 2
Mac1 fbg enh: enhancers of human CD11b/CD18 binding to fibrinogen. K562 CD11b/CD18 adhesion to fibrinogen, ATPlite luminescence. activation, % at 10 µM. hit rate 0.07% among 93,000. AID 1499;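 active means 10 µM primary screen giving 50% or more activity, confirmed by 40% or more on retest at that dose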; further: strong numbers were not always called active; reference of the scale not given here
Pyk2 oligo antag: antagonists of human Pyk2 oligomerization; Q293 cells, Pyk2 FERM NanoBiT luminescence; active compounds read low; z-score (the deposit names both 25 µM and 10 µM); hit rate 0.83% among 99,000;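 active means Z-score of -3 or lower, scaled per plate to the spread of control and sample wells; inactive means z-score above -3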;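 further: negative z-score means lost luminescence so less FERM oligomerization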
Mac1 fbg inh: CD11b/CD18-fibrinogen binding inhibition. hit rate 0.54% among 93,000. inhibition, % at 10 µM. P05107+P11215. K562 CD11b/CD18 adhesion to fibrinogen, ATPlite luminescence; Mn2+ added to activate the integrin. AID 1497;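 active means primary inhibition of 50% or more at 10 µM, then 40% or more on retest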; further: some results filed as inactive read as strong as hits
CYP2C19 activ: activators of human cytochrome P450 2C19. activation factor at 5 µM. P33261. 96,000 tested, under 10 active. recombinant CYP2C19, luciferin-H EGE luminescence; active compounds read high; 0 = fully inhibited enzyme, 1 = untreated enzyme;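 active means activation factor of at least 2 at 5 µM in the primary screen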;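 further: 0 = wells with 2.5 mM tranylcypromine and 1 = vehicle-only wells; values of inactives mirror those of a sister screen read the other way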
Target sequence (P33261 whole entry, looked up): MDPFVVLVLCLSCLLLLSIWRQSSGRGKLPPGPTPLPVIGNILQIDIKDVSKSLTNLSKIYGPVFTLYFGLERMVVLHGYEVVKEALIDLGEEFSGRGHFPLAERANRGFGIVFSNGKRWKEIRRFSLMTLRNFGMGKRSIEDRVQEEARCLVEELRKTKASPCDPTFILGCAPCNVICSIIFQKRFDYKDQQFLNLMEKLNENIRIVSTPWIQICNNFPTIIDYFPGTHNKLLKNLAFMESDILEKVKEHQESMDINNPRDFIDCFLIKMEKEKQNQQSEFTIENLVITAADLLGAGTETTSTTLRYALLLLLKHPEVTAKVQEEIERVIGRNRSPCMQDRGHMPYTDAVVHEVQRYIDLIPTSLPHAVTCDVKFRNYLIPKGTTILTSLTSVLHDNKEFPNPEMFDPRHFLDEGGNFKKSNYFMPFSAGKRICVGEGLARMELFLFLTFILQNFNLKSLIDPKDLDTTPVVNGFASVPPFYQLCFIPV
CYP2C19 inhib: inhibitors of human CYP2C19. CYP2C19 Supersomes, luciferin-H EGE luminescence, 30 min. inhibition, % at 5 µM. hit rate 21% among 96,000. AID 778;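 active means CYP2C19 inhibition above a set limit at 5 µM in the primary screen, cut at about 50% in these data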;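 further: plate controls were negative control wells for no effect and 2.5 mM tranylcypromine positive control for full effect; values of inactives mirror those of a sister screen read the other way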
An asterisk follows results filed as active; . = no result given.

Each structure is followed by: CYP2C19 inhib	Pyk2 oligo antag	CYP2C19 activ	CYP2C9 inhib	PLAP act	Mac1 fbg inh	CYP2C9 act	Mac1 fbg enh	MT1-MMP txn act
O=C(c1cc(-c2ccccc2O)on1)N1CCc2ccccc2C1
→ 14	.	0.9	-26	1.1	-6	1.3	-1	1.1
O=C1CC(c2ccccc2Cl)C2=C(COC2=O)N1 (centres undefined)
→ -10	-0.11	1.1	-13	1.1	10	1.1	-4	.
COc1ccc(Cl)cc1NC(=O)C1CC(=O)N(c2ccc(F)cc2)C1 (centres undefined)
→ 74*	-0.89	0.3	13	0.7	-28	0.9	-5	0.9
NC1=CC(=O)c2cccc3cccc1c23
→ -14	.	1.1	-44	1	.	1.4	.	1.3
O=C(NC1(C(F)(F)F)NC(=O)N(Cc2ccco2)C1=O)c1cccnc1 (centres undefined)
→ 11	0.74	0.9	10	1	-18	0.9	1	1.1
COc1ccc(CN(CCC#N)C(=S)NC(=O)c2ccccc2)cc1
→ 32	0.04	0.7	92*	1.2	-8	0.1	-3	.
COc1ccc(C2C(C(=O)NCCN3CCOCC3)c3ccccc3C(=O)N2C)cc1OC (centres undefined)
→ -7	1.4	1.1	14	1.1	-26	0.9	-4	1.3
Nc1nonc1C(=O)N/N=C/c1ccc(-c2cccc([N+](=O)[O-])c2)o1
→ -3	-1.3	1	15	1.3	0	0.9	-1	.
COc1ccc(OC)c(N(CC(=O)Nc2ccc3c(c2)OCO3)S(=O)(=O)c2ccccc2)c1
→ 98*	-2.3	0	100*	1.6	-5	0	0	1
COc1ccc(OC)c(NC(=O)CSc2nnc(C)n2Cc2ccccc2)c1
→ 87*	0.27	0.1	29	1.5	11	0.7	2	1
COc1ccc(NC(=O)C23CC4CC(C2)CC(n2cnc(Br)n2)(C4)C3)c(OC)c1
→ 5	-0.48	1	-6	1.6	18	1.1	1	.
CCn1c(C(=O)N2CCc3ccccc3C2)cc2oc3ccccc3c21
→ 55*	-0.81	0.4	53*	1.9	32	0.5	-8	1
CCC(C)c1ccc(NC(=O)C2CC2)cc1 (centres undefined)
→ 4	0.02	1	2	0.8	-45	1	4	1.7
CCOC(=O)c1c(NC(=O)C2C3CCC(O3)C2C(=O)O)sc(C)c1-c1ccc(F)cc1 (centres undefined)
→ 16	-0.57	0.8	13	1.3	.	0.9	.	.
COCCCNC(=O)c1c(N)n(/N=C/c2ccccn2)c2nc3ccccc3nc12
→ 47	-1.5	0.5	52*	1.2	.	0.5	.	1.1

(cont.)
Each structure is followed by: CYP2C19 inhib	Pyk2 oligo antag	CYP2C19 activ	CYP2C9 inhib	PLAP act	Mac1 fbg inh	CYP2C9 act	Mac1 fbg enh	MT1-MMP txn act
COCCn1c(=O)[nH]c2cc(C(=O)N3CCN(c4ccccc4OC)CC3)ccc2c1=O
→ 30	-0.83	0.7	15	1.3	.	0.8	.	.
COc1ccc(CNC(=O)C2CSC(c3ccc(OC)cc3)N2C(C)=O)cc1 (centres undefined)
→ 21	.	0.8	35	1	0	0.6	-10	.
CCC(=O)Nc1ccc(NC(=O)CSc2nc3cc4c(cc3cc2C)CCC4)cc1
→ -3	-0.6	1	24	1.2	.	0.8	.	.
Cc1cc(NC(=O)CSc2nc(C(C)C)nc3sc4c(c23)CCCC4)no1
→ 80*	-1.4	0.2	76*	0.8	-4	0.2	1	1.2
Cc1ccccc1NC(C)C(=O)N/N=C/c1ccccc1OCc1cccc(Br)c1 (centres undefined)
→ 48	-2	0.5	76*	1.2	4	0.2	0	.
Cc1ccc(-c2nc(-c3cccnc3)no2)c(C)c1
→ 52*	-0.22	0.5	14	0.8	34	0.9	3	0.8
Cc1ccc(-c2nnc3ccc(SCC(=O)Nc4cc(C)on4)nn23)cc1
→ -7	0.25	1.1	50*	0.8	-16	0.5	5	1.3
Cc1ccc(C(=O)/C=C/Nc2ccc([N+](=O)[O-])cc2Br)cc1
→ 20	0.11	0.8	27	1	10	0.7	-2	.
Cc1ccc2[nH]c(C)c(CC(=O)O)c2c1
→ -13	-0.68	1.1	2	1.1	8	1	2	1.4
COC(=O)C1=C(N)Oc2cc(C)n(Cc3cccnc3)c(=O)c2C1c1cc(OC)ccc1OC (centres undefined)
→ 36	0	0.6	23	1.1	-6	0.8	-4	1.2
CN1CCN(S(=O)(=O)c2ccc(NC(=O)C(C)(C)C)cc2)CC1
→ -9	0.21	1.1	1	1.2	25	1	-2	1.1
COc1ccc(C2CCCN2C(=O)Nc2ccc(Cl)cc2)cc1OC (centres undefined)
→ 73*	.	0.3	49	1	-3	0.5	6	.
C/C(N)=C(/C#N)C(=O)COC(=O)CC1CCCC1
→ 88*	1.7	0.1	41	1	-3	0.6	-2	1.1
Cc1ccc2cc(CN(CC3CCCO3)S(=O)(=O)c3cccc4nsnc34)c(=O)[nH]c2c1 (centres undefined)
→ 57*	-0.1	0.4	100*	1.1	3	0	-2	1.2
COc1ccc(CC(=O)Nc2ccc(-c3cn4ccccc4n3)cc2)cc1OC
→ -4	-0.28	1	25	0.9	4	0.7	4	.

The results go on.
Each structure is followed by: CYP2C19 inhib	Pyk2 oligo antag	CYP2C19 activ	CYP2C9 inhib	PLAP act	Mac1 fbg inh	CYP2C9 act	Mac1 fbg enh	MT1-MMP txn act
Cc1cccc(NC(=O)Nc2cccc(F)c2)n1
→ 17	-0.15	0.8	10	1	-12	0.9	1	1.6
O=C(CSC1CCCCC1)N1CCN(c2ccccc2)CC1
→ 37	-0.12	0.6	30	1.3	-2	0.7	5	1.2
COc1cc(Cl)c(C)cc1NC(=O)CSC
→ 52*	0.36	0.5	15	1.2	-7	0.9	-1	1
CC(C)(C)c1cc(CN2CCOCC2)c(C(=O)O)o1
→ -18	-0.67	1.2	-17	1.2	6	1.2	-1	1.1
Cn1c(SCC(=O)OCc2ccccc2)nnc1-c1ccco1
→ 18	0.65	0.8	3	1.2	8	1	-4	1
N#Cc1c(/N=C/c2ccco2)sc2c1CCC2
→ 18	0.84	0.8	9	0.8	7	0.9	2	1.2
Cc1cc(NC(=O)CSc2nnnn2C)n(-c2ccccc2)n1
→ -16	0.61	1.2	-10	0.8	-1	1.1	0	.
COCCn1c(SCC(=O)Nc2cccc(OC)c2)nnc1-c1ccc(Cl)cc1
→ 94*	-0.79	0.1	67*	1.2	21	0.3	-4	1.2
COC(=O)c1ccc(NC(=O)C2C3CCC(C3)C2C(=O)O)cc1 (centres undefined)
→ -16	1.3	1.2	-15	1.1	-5	1.2	-2	1.1
Cc1nn(C)c(C)c1C(=O)NN
→ 2	1.1	1	11	0.8	-5	0.9	0	1.1
CNC(=O)C1CC(=O)N(c2ccc(F)c(Cl)c2)C1 (centres undefined)
→ 16	0.18	0.8	11	0.9	.	0.9	.	1.1
CCOC(=O)C1CCCN(C/C(O)=C(\C#N)c2nc(-c3ccccc3)cs2)C1 (centres undefined)
→ 45	-0.34	0.6	31	1.4	-8	0.7	0	.
Cc1cccc(NC(=O)CCCN2C(=O)c3cccc4cccc(c34)C2=O)c1
→ -7	0.54	1.1	-53	1	1	1.5	1	.
Cc1nc2ccc(NC(=S)NC(C)C)cc2nc1C
→ -8	0.62	1.1	-3	1.2	7	1	-2	.
CS(=O)c1ccccc1COC(=O)Nc1ccc(Cl)cc1 (centres undefined)
→ 95*	0.13	0.1	46	1.3	-14	0.5	-1	.

Brought forward from above: two entries; new compounds follow.
Each structure is followed by: CYP2C19 inhib	Pyk2 oligo antag	CYP2C19 activ	CYP2C9 inhib	PLAP act	Mac1 fbg inh	CYP2C9 act	Mac1 fbg enh	MT1-MMP txn act
Cc1nc2ccc(NC(=S)NC(C)C)cc2nc1C
→ -8	0.62	1.1	-3	1.2	7	1	-2	.
CS(=O)c1ccccc1COC(=O)Nc1ccc(Cl)cc1 (centres undefined)
→ 95*	0.13	0.1	46	1.3	-14	0.5	-1	.
Cc1ccc(Sc2c(C#N)c(-c3ccccc3)nn2C)cc1
→ 21	-1.9	0.8	2	1	52	1	-5	.
C=CCSc1nc2c(c(=O)[nH]c(=O)n2C)n1CC
→ -14	2.1	1.1	-24	1.1	-3	1.2	5	1.1
CCOC(=O)c1c(C)cc(C)n2c1nc1ccccc12
→ -18	0.13	1.2	-24	1.1	.	1.2	.	1
Cc1cc(C)n(-c2nc3nonc3nc2-n2nc(C)cc2C)n1
→ 9	-0.08	0.9	9	1	-7	0.9	3	1.1
CNc1nc(SCC(=O)OC)nc(N2CCOCC2)n1
→ -10	1.4	1.1	-12	0.9	5	1.1	0	1
CCOC(=O)c1oc2c(CN3CCN(C)CC3)c(O)ccc2c(=O)c1-c1ccccc1OC
→ 5	.	1	8	1.2	-6	0.9	3	1.2
COc1cc(-c2nc(N)n[nH]2)cc(OC)c1OC
→ -1	0.87	1	10	1	-13	0.9	-2	1
O=C(NCc1ccc2c(c1)OCO2)C1CC(c2cccc(Br)c2)=NO1 (centres undefined)
→ 29	1	0.7	-88	0.8	-10	1.9	-7	1
CS(=O)(=O)c1ccc2nc(NC3(C(F)(F)F)N=C4SCCN4C3=O)sc2c1 (centres undefined)
→ 6	2.1	0.9	92*	1.3	-7	0.1	4	.
O=C(/C=C/Nc1ccccc1OC(F)(F)F)C(F)(F)F
→ 18	-0.5	0.8	6	1	.	0.9	.	.
O=C1c2ccccc2C(=O)N1CCCCSc1nnc2ccccn12
→ 22	-0.41	0.8	9	1.1	0	0.9	2	1.2
COc1ccc(-c2nn(CC(=O)Nc3ccc(Cl)c(Cl)c3)c(=O)c3ccccc23)cc1
→ 33	-0.92	0.7	87*	1.3	.	0.1	.	1.2
CC(C)C(c1nnnn1CCc1ccccc1)N1CCN(C(=O)c2ccco2)CC1 (centres undefined)
→ 16	-0.03	0.8	28	1.2	-11	0.7	0	1.1
COC(=O)c1c(C)[nH]c(C(=O)OCc2ccc(F)cc2)c1C
→ 32	-0.79	0.7	21	1	5	0.8	0	1.4
COc1ccccc1NC(=O)C1CC(=O)OC1c1ccccc1 (centres undefined)
→ 78*	0.68	0.2	12	1	1	0.9	-3	1.2
O=c1[nH]c(=O)n(C2CCCO2)cc1Br (centres undefined)
→ -2	0.84	1	2	0.9	65	1	6	1
CCOc1ccc(-c2nnc(SCC(=O)N3CCN(c4ccccc4)CC3)o2)cc1
→ -1	.	1	27	0.8	1	0.7	58	1.1
O=C(c1ccc2c(c1)OCO2)N(c1ccc(Cl)cc1)C1C=CS(=O)(=O)C1 (centres undefined)
→ 70*	-0.14	0.3	25	0.8	-9	0.8	0	1.1
